GRIN3A LBD mod = NR3A (human) ligand-binding domain modulation. NR3A LBD differential scanning fluorimetry, Tm shift; 0% = protein alone, 100% = glycine-bound protein. 340,000 compounds, 2.5% hits. AID 1259313. Tm shift relative to glycine control, % at 25 µM;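 active = melting temperature shift of at least 10% of the positive control shift, at one fixed dose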
mIAP block = blocks mouse intestinal alkaline phosphatase; purified mouse IAP, CDP-Star luminescence, 30 min; inhibition, % at 10 µM; 330,000 compounds, 0.2% hits; AID 2806;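 active = inhibition of at least 40% at 10 µM in the primary screen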;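 note: plate controls were DMSO with enzyme for no effect and no enzyme wells for full effect; values of inactives mirror those of a sister screen read the other way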
MPTP block = permeability transition pore inhibition | 360,000 compounds, 1.4% hits | isolated mouse mitochondria, Ca2+ swelling absorbance, 30 min | AID 602449 | inhibition, % at 10 µM;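 active = inhibition of 50% or more, scaled per plate between neutral and stimulator controls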;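 note: 0% = DMSO wells given calcium and 100% = 1 mM EGTA wells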
APOBEC3A inh = inhibitors of human APOBEC3A DNA deaminase | P31941 | recombinant A3A, FAM/TAMRA ssDNA deamination fluorescence | inhibition, % at 20 µM | 330,000 compounds, 0.41% hits;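 active = at least 40% inhibition at 20 µM here, with at most 30% in a related deaminase screen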;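 note: plate controls were A3A with DMSO for no effect and wells lacking A3A enzyme for full effect; some results filed as inactive read as strong as hits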
Target sequence (P31941 whole entry, looked up): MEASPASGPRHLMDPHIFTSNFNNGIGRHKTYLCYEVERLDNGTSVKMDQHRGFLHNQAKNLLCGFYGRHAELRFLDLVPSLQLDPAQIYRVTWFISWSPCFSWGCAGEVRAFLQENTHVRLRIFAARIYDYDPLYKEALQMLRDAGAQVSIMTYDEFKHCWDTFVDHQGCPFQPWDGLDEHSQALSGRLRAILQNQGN
hIAP block = blocks human intestinal alkaline phosphatase. inhibition, % at 10 µM. 330,000 compounds, 0.12% hits. purified IAP, CDP-Star luminescence, 30 min. AID 2544. P09923;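 active = inhibition reaching a set limit with compound at 10 µM in the primary screen, cut at about 35% in these data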;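 note: plate controls were DMSO wells with enzyme for no effect and no-enzyme buffer wells for full effect; values of inactives mirror those of a sister screen read the other way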
APOBEC3G inh = APOBEC3G (human) deaminase inhibition; recombinant A3G, ssDNA deamination FAM/TAMRA fluorescence; inhibition, % at 20 µM; 330,000 compounds, 0.28% hits; AID 493012;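 active = inhibition of at least 40% at 20 µM, with no more than 30% in the related APOBEC3A deaminase screen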;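 note: plate controls were DMSO wells with A3G for no effect and wells lacking A3G enzyme for full effect; some compounds called inactive have numbers as strong as hits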
Target sequence (Q9HC16 whole entry, looked up): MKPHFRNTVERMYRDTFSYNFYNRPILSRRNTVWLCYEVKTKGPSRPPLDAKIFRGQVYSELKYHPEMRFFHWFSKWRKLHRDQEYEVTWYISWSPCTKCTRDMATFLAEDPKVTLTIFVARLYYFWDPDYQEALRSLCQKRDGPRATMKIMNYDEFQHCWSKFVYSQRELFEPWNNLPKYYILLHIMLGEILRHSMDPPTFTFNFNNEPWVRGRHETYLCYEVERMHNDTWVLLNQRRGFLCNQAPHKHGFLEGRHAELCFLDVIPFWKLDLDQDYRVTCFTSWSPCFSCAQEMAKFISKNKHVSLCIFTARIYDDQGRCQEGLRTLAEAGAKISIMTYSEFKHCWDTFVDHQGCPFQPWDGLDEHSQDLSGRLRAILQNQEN
hIAP act = increases human intestinal alkaline phosphatase activity; P09923; purified human IAP, CDP-Star luminescence, 30 min; active compounds read high; 1 = vehicle-only enzyme, 0 = enzyme-free background; activation factor at 10 µM; 330,000 compounds, 0.16% hits; AID 2524;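 active = activation factor of the enzyme at least 2-fold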; note: the source names both 10 and 20 µM as test concentration; values of inactives mirror those of a sister screen read the other way
beta cell repl = inducers of beta-cell replication in MIN6 cells; MIN6 cells proliferation, ATPlite luminescence, 48 h; cells starved in 0.2% serum; 100% = growth in 10% serum; proliferation, % at 10 µM; 330,000 compounds, 0.29% hits; AID 2380;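 active = compounds whose signal lies at least 3.5 SD above the mean of all wells on their plate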;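 note: 0% = DMSO-treated cells in low-serum medium and 100% = 10% serum control; some compounds called inactive have numbers as strong as hits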
mIAP activ = increases mouse intestinal alkaline phosphatase activity; activation factor at 10 µM; muIAP, CDP-Star luminescence, 30 min; active compounds read high; 1 = vehicle-only enzyme signal, 0 = enzyme-free wells; 330,000 compounds, 0.24% hits;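 active = activation factor of at least 2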; note: the source names both 10 and 20 µM as test concentration; values of inactives mirror those of a sister screen read the other way
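Assay system: mouse IAP enzyme / Compound: DMSO-dissolved test compounds / Timing: 30 min, room temperature / Measured by: luminescence from enzymatic CDP-Star hydrolysis / Control set: DMSO-only wells, enzyme-free buffer wells as negative control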
The depositor's hits bear a star; nt = not tested or not shown. This is a random part of the collection; 5% or so of the library scored in one or more.

SMILES	GRIN3A LBD mod	mIAP block	MPTP block	APOBEC3A inh	hIAP block	APOBEC3G inh	hIAP act	beta cell repl	mIAP activ
Cc1cccc(Cc2ccc(Cl)nn2)c1	-2	-15	2.5	3	-3	4	1	-2	1.2
N#CCCN(Cc1ccccc1)C(=O)c1nccnc1C(=O)O	2	2	-0.3	-3	19	-4	0.81	2	0.98
Cc1c(Cl)c([N+](=O)[O-])nn1CCCC(=O)Nc1cccc(Cl)c1Cl	-22	17	1.2	2	10	1	0.9	-1	0.83
COc1ccc(C(=O)N2CCC(n3nccc3NC(=O)C3CC3)CC2)cc1F	5	0	-3.2	-4	8	-8	0.92	-2	1
COCc1cc(C)nc(OCC(=O)N/N=C/c2ccc(O)cc2)c1C#N	-7	-3	0.7	3	-9	7	1.1	2	1
N#Cc1ccc(C(=O)OCC(=O)Nc2cccc(S(=O)(=O)N3CCCCC3)c2)cc1	-10	-7	0.7	-1	-2	-8	1	1	1.1
CCn1cc(C(=O)NCC2CCCO2)c(=O)c2cc(S(=O)(=O)N(C)C)ccc21 (stereo unspecified)	-2	1	0.6	-4	2	-7	0.98	-2	0.99
COc1cc(/C=N/NC(=O)c2ccc(F)cc2)ccc1OC(=O)c1ccco1	1	9	0.7	4	13	-1	0.87	0	0.91
O=C(NCc1ccccc1)N1CCC(CO)(Cc2cccc(F)c2)CC1	2	12	2.1	-1	1	-6	0.99	1	0.88
CCOc1ccc(N2CC(C(=O)NCC(=O)Nc3ccc(F)c(F)c3F)CC2=O)cc1 (stereo unspecified)	-2	-3	0.1	2	12	4	0.88	-1	1
O=C(c1ccc(F)cc1F)N1CCC(N2CCC(C(=O)N3CCOCC3)CC2)CC1	-4	1	-1.1	-4	3	4	0.97	-2	0.99
CCC(C)(C(=O)NC1CCCC1)N(C(=O)CC1NC(=O)NC1=O)c1c(C)n(C)n(-c2ccccc2)c1=O (stereo unspecified)	-2	0	-0.1	-3	4	-9	0.96	2	1
COc1ccccc1NC(=O)c1ccc(Cl)c(S(=O)(=O)NCc2ccco2)c1	0	5	-0.3	-3	2	-6	0.98	-1	0.95
COc1ccc(NS(=O)(=O)c2cc(C)ccc2C)cc1	0	7	0.4	1	-6	1	1.1	-3	0.93
Cn1cccc1Cc1nnc(SCC(=O)NCC2CCCO2)n1CCc1ccccc1 (stereo unspecified)	1	1	0.3	-4	-6	-5	1.1	-2	0.99
Cc1ccc(C)n1CCN1CCN(S(=O)(=O)c2ccc(F)cc2F)CC1	-2	5	1.6	-3	0	-2	1	1	0.95
CCOc1ccc(CN(C)C(=O)CN2C(=O)NC3(CCCc4ccccc43)C2=O)cc1 (stereo unspecified)	-4	-9	-0.8	14	-4	-4	1	-6	1.1
Cc1ccc2[nH]c(=O)c(CN(CCCN3CCOCC3)C(=O)Nc3cccc(Cl)c3)cc2c1	0	-3	9.1	-1	9	-7	0.91	0	1
COc1ccccc1C(=O)N(Cc1ccccc1)c1ccc(C)cc1	0	-2	-0.1	-3	10	3	0.9	-3	1
CCN(C(=O)c1cc(S(=O)(=O)N2CCCC2)ccc1C)C1CCS(=O)(=O)C1 (stereo unspecified)	4	3	-1.2	-5	-10	-5	1.1	-3	0.97
O=C1C=C(NNC(=O)c2ccncc2)CC(c2ccccc2)C1 (stereo unspecified)	-1	5	-0.9	-5	8	-10	0.92	3	0.95
O=C(c1ccc(N2CCCC2)c([N+](=O)[O-])c1)N1CCN(c2ccccn2)CC1	-2	0	0.0	-2	3	-9	0.97	-1	1
CCN(CC)c1c([N+](=O)[O-])c(=O)oc2ccccc12	-1	-4	-1.8	5	7	-4	0.93	0	1
O=C(c1ccc(Cl)c(Cl)c1)N1CCC(=O)N(C(COCc2ccc(Cl)cc2)Cc2ccccc2)CC1 (stereo unspecified)	-18	-2	-0.6	-1	7	-5	0.93	-8	1
O=C(/C=C/c1cc([N+](=O)[O-])ccc1OC(F)F)Nc1cccc2ccccc12	13*	9	5.6	1	24	-2	0.77	-4	0.91
CC1CCN(C(=O)CCc2nnc(-c3ccccc3)o2)CC1	-1	5	-0.3	2	15	0	0.85	-2	0.95
O=C(CSc1nnc(-c2ccc(Cl)cc2)o1)NNC(=O)c1ccncc1	1	-3	0.0	-5	-39	-1	1.4	1	1
COc1ccccc1NC(=O)CN(C)S(=O)(=O)c1ccc(F)cc1	-1	6	-0.3	-7	-3	-7	1	3	0.94
CCN(CC)c1ccc(/C=N/NC(=O)CN2CCCc3ccccc32)cc1	-4	9	12	1	11	-2	0.89	-3	0.91
CCn1c(=O)c2sccc2n(Cc2cc(C(=O)OC)ccc2OC)c1=O	2	4	-0.2	-3	2	-5	0.98	-2	0.96

Limited to APOBEC3G inh, for 4 of the compounds above:
SMILES	APOBEC3G inh
O=C(/C=C/c1cc([N+](=O)[O-])ccc1OC(F)F)Nc1cccc2ccccc12	-2
CC1CCN(C(=O)CCc2nnc(-c3ccccc3)o2)CC1	0
O=C(CSc1nnc(-c2ccc(Cl)cc2)o1)NNC(=O)c1ccncc1	-1
COc1ccccc1NC(=O)CN(C)S(=O)(=O)c1ccc(F)cc1	-7

Other entries follow.
SMILES	GRIN3A LBD mod	mIAP block	MPTP block	APOBEC3A inh	hIAP block	APOBEC3G inh	hIAP act	beta cell repl	mIAP activ
Brc1ccc(-c2noc(-c3ccccc3)n2)o1	2	17	1.5	6	5	-3	0.95	3	0.83
COc1cc(C)c(Cl)cc1S(=O)(=O)n1cnc2ccccc21	8	-2	0.2	0	-8	1	1.1	-3	1
COc1ccc(C2CC(c3ccc(OC)cc3)n3nc(NC(=O)c4cccs4)nc3N2)cc1 (stereo unspecified)	0	9	-2.2	-1	-12	-8	1.1	2	0.91
O=C(CSc1nc2ccccc2s1)N1CCCCC1	3	-6	-1.4	-3	5	-6	0.95	0	1.1
c1cnc(Nc2nc(-c3ccc4ccccc4c3)cs2)nc1	-1	5	1.6	0	18	-6	0.82	-3	0.95
COc1cccc(CNC(=O)C2=C(C)C(=O)OC23CCC(C)CC3)c1 (stereo unspecified)	1	0	0.0	0	-8	-3	1.1	-3	1
Cc1ccc(SCC(=O)Nc2ccc(N3CCOCC3)cc2)cc1C	2	-12	-0.1	0	-10	-2	1.1	-2	1.1
CCc1nc2ccccc2c(C(=O)OCCN2C(=O)c3ccccc3C2=O)c1C	5	4	1.0	2	3	-4	0.97	-8	0.95
Cc1cccc(C)c1NC(=O)CNC(=O)c1ccccc1	-1	1	0.6	-2	-5	-4	1	-3	0.99
Cn1cccc1/C=N/n1c(-c2ccco2)n[nH]c1=S	0	6	2.0	-4	-2	44*	1	-1	0.94
CSc1cnc2c(=O)n(C)c(=O)[nH]c2n1	-2	1	-1.4	-3	-2	-7	1	2	0.99
O=C(COC(=O)COc1ccc(Cl)cc1)NCCNC(=O)COC(=O)COc1ccc(Cl)cc1	-1	-6	1.4	5	8	-6	0.92	1	1.1
CC(=O)/C=C/c1ccccc1O	-1	-10	1.5	-2	-13	-6	1.1	-1	1.1
CC(C)(C)c1cc(Br)c(O)c(N=Nc2ccc(S(=O)(=O)N3CCOCC3)cc2)c1	-5	18	2.9	5	5	1	0.95	-5	0.82
CCn1c(SCC(=O)Nc2cc(F)ccc2C)nnc1-c1ccccc1O	-3	1	0.4	-3	-3	-5	1	1	0.99
CCn1c(-c2ccncc2)n[nH]c1=S	-1	3	1.0	-7	-29	-8	1.3	-5	0.97
COc1cccc(NC(=O)CSc2nc3n[nH]c(C)c3c(=N)n2-c2cccc(OC)c2)c1	-3	-8	2.7	0	-14	0	1.1	-4	1.1
CC(C)(C)NC(=O)COC(=O)/C=C/c1ccc(F)cc1	2	11	7.3	-2	1	-10	0.99	-1	0.89
COc1cc(OC)cc(C(=O)N2CCC(N3CCN(c4ccccc4OC)CC3)CC2)c1	-1	-18	0.4	-4	-13	-9	1.1	-1	1.2
COc1ccc(N2CCN(C(=S)NC(C)c3ccccc3)CC2)cc1 (stereo unspecified)	0	-25	-3.0	-6	-5	-6	1.1	-5	1.3
CCC(C)(NC(=O)c1cccc(N2C(=O)CSC2c2ccccc2)c1)C(=O)Nc1ccccc1C (stereo unspecified)	-2	4	-1.1	2	1	-3	0.99	-1	0.96
COc1ccc(/C=C(\C#N)C(=O)NCc2ccccc2)cc1O	-2	3	-0.7	-1	8	-11	0.92	0	0.97
COc1ccc2c(c1)N(C(=O)CSc1n[nH]c(C)n1)C(C)(C)C=C2C	7	2	-0.3	-1	-18	-3	1.2	1	0.98
CC(=O)c1cccc(OCC(=O)N(Cc2ccco2)c2c(N)n(Cc3ccccc3)c(=O)[nH]c2=O)c1	0	8	-2.3	-3	-9	-4	1.1	-2	0.92
Cc1ccc(-c2n[nH]c(=O)c3ccccc23)cc1S(=O)(=O)N(C)CCO	-1	10	6.3	-1	0	-3	1	-1	0.9
CCOc1cc(/C=N/NC(=O)Cn2nc([N+](=O)[O-])cc2C)ccc1OCc1ccc(F)cc1	3	12	0.5	4	-8	-7	1.1	-1	0.88
COc1cc(C(=O)NCc2cccs2)ccc1OCc1c(C)noc1C	0	7	0.0	-4	-11	-8	1.1	-5	0.93
CC(Oc1ccc(Br)cc1)C(=O)O/N=C(\N)c1ccncc1 (stereo unspecified)	1	-12	1.4	2	-4	2	1	-3	1.1
COc1ccc(NC(=O)C/C(C)=N/NC(=O)CCc2ccccc2)c(OC)c1	-2	-5	-0.9	-2	-12	1	1.1	0	1
CCc1cccc(NC(=O)Nc2cccs2)c1	7	-49	79*	0	-8	-3	1.1	-1	1.5
COc1ccccc1NC(=O)C(C)NS(=O)(=O)c1ccccc1 (stereo unspecified)	2	-5	-0.9	-1	-26	-8	1.3	-5	1.1
CSc1nc2c(c(=O)[nH]1)C(c1cccc(Br)c1)CC(=O)N2 (stereo unspecified)	-2	5	-1.0	3	-19	-3	1.2	-2	0.95
Cn1c(=O)n(C)c2cc(S(=O)(=O)Nc3ccccc3O)ccc21	-1	12	-1.9	-1	5	-4	0.95	-3	0.88
O=C(c1cccnc1)N1CCC(c2nc3ccccc3[nH]2)CC1	nt	-4	nt	-1	5	-1	0.95	1	1
COC(C[C@H](O)C[C@H](O)COCc1ccccc1)OC	-2	1	-1.8	-1	-4	-4	1	-4	0.99
CC(=O)N1c2ccc(S(=O)(=O)NCCC(=O)Nc3ccc(C)c(F)c3)cc2CC1C (stereo unspecified)	-3	-5	-1.9	-3	3	-6	0.97	-4	1.1
COc1cc(NC(=O)CSc2c3c(nc4ccccc24)CCC3)cc(OC)c1OC	13*	-2	0.5	15	0	-6	1	0	1
C=CCNC(=O)C1CC(c2cccc(OC)c2)=NO1 (stereo unspecified)	3	-3	-0.2	3	0	-3	1	-2	1
COc1ccc(N2CSC3=C(C#N)C(c4ccc(OC)c(OC)c4)CC(=O)N3C2)c(OC)c1 (stereo unspecified)	-1	6	-1.3	1	3	38	0.97	-5	0.94
C=C[C@H]1[C@H](O[C@@H]2O[C@H](CO)[C@@H](O)[C@H](O)[C@H]2O)OC=C2C(=O)OCC[C@]21O	-2	7	-2.5	-4	10	-6	0.9	-2	0.93
CCOC(=O)c1ccc(NC(=S)NCCc2ccccc2F)cc1	11*	-124	78*	1	-20	0	1.2	-6	2.2*
COc1ccc2sc(C)nc2c1NC(C)=O	0	-8	0.6	1	-6	0	1.1	-1	1.1

High-throughput results as filed in PubChem.
